# SENP6 block: SENP6 protease inhibitors, primary screen, biochemical, luminescence, uHTS | actives 1.8% (n = 330,000) | inhibition, % at 10 µM | Sentrin-specific protease 6 (Homo sapiens), Q9GZR1 | Recombinant SENP6 catalytic domain, aminoluciferin luminescence;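 active means inhibition above about 50% at the single tested dose, limit read from the data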;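 further: plate controls were DMSO wells with enzyme for no effect and DMSO wells lacking enzyme for full effect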
# PfG6PD inh: PfG6PD enzyme inhibitors, primary screen, biochemical, fluorescence intensity, uHTS; inhibition, % at 20 µM; PfGluPho enzyme, NADPH resazurin-diaphorase fluorescence; actives 0.78% (n = 350,000);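 active means inhibition reaching at least a set limit at 20 µM in the primary screen, cut at about 59% in these data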;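 further: 0% = DMSO wells with substrate and 100% = DMSO wells lacking glucose-6-phosphate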
# HKDC1 inhibitor: HKDC1 hexokinase inhibitors, primary screen, biochemical, fluorescence, uHTS | Q2TB90 | recombinant HKDC1, G6PDH/diaphorase resazurin coupled fluorescence | inhibition, % at 20 µM | actives 0.16% (n = 340,000) | AID 493160, 2011;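 active means inhibition above about 35% when tested at 20 µM, limit read from the data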;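 further: plate controls were DMSO wells with enzyme for no effect and DMSO wells lacking enzyme for full effect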
#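 Assay system: recombinant HKDC1 hexokinase; detection: coupled resazurin fluorescence, excitation 525 nm, emission 613 nm; benchmarks: DMSO-plus-enzyme-mix negative control, buffer-substituted positive control; compound dosing: single 20 µM dose; schedule: 90 min at room temperature in dark; also added: glucose plus 1 mM ATP as hexokinase substrates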
# NR3A LBD binder: binders of NR3A ligand-binding domain, primary screen, biophysical, differential scanning fluorimetry, uHTS; Glutamate receptor ionotropic, NMDA 3A (GRIN3A) ligand-binding domain; NR3A LBD differential scanning fluorimetry, Tm shift; 0% = protein alone, 100% = glycine-bound protein; Tm shift relative to glycine control, % at 25 µM; actives 2.5% (n = 340,000); AID 1259313, 2017;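 active means melting temperature shift of at least 10% of the positive control shift, at one fixed dose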
# SENP7 block: SENP7 protease inhibitors, primary screen, biochemical, luminescence, uHTS; Sentrin-specific protease 7 (Homo sapiens), Q9BQF6; recombinant SENP7, Z-RLRGG-aminoluciferin luminescence, 40 min; inhibition, % at 5 µM; actives 1.5% (n = 330,000); AID 434973, 2010;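 active means inhibition above about 50% at the single test dose, limit read from the data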;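 further: plate controls were DMSO with enzyme for no effect and no enzyme buffer wells for full effect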
# Target sequence (Q9BQF6 706-1050 limits assumed): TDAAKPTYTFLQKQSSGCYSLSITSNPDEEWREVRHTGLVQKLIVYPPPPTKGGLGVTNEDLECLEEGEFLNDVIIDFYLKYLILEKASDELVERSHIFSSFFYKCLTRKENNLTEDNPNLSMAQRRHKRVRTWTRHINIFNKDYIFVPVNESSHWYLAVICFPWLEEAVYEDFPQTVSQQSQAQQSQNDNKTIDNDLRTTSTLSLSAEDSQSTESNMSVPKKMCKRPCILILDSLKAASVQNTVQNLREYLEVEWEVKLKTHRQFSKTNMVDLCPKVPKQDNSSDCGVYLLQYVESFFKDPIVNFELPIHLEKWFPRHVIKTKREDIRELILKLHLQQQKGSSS
# ATG4B inh: ATG4B protease inhibitors, primary screen, biochemical, fluorescence, uHTS; ATG4B cleavage of LC3-PLA2, NBD-HPC fluorescence, 1 h; inhibition, % at 8.33 µM; actives 0.51% (n = 340,000); AID 504462, 2011; in the data active means inhibition above about 40%
# Target sequence (Q9Y4P1 whole entry, looked up): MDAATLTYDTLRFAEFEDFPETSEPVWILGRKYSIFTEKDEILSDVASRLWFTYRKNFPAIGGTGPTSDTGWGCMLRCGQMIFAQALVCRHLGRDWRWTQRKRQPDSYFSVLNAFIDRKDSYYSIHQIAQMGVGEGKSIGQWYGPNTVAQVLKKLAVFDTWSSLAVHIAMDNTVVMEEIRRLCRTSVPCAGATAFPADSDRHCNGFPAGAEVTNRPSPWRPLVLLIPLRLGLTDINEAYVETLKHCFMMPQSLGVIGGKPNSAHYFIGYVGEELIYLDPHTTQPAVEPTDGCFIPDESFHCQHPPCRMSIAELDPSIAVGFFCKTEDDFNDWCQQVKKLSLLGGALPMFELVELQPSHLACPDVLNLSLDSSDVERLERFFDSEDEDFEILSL
# SENP8 block: human SENP8 protease inhibitors, primary screen, biochemical, fluorescence, Nedd8 protein substrate, uHTS; Sentrin-specific protease 8 (Homo sapiens), Q96LD8; recombinant SENP8; inhibition, % at 20 µM; actives 0.64% (n = 360,000); in the data active means inhibition mostly above about 40%, no sharp cut-off; inactive means mostly below about 27%
# Target sequence (Q96LD8 whole entry, looked up): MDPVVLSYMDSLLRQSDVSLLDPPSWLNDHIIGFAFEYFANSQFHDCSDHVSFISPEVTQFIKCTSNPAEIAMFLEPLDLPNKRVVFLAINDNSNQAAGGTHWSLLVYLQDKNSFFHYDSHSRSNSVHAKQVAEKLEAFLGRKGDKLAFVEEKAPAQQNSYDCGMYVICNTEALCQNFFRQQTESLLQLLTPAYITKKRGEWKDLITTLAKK
# MPTP block: mitochondrial permeability transition pore inhibitors, primary screen, biochemical, isolated mouse mitochondria, absorbance. Ca2+ swelling absorbance, 30 min. inhibition, % at 10 µM. actives 1.4% (n = 360,000);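 active means inhibition of 50% or more, scaled per plate between neutral and stimulator controls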;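 further: 0% = DMSO wells given calcium and 100% = 1 mM EGTA wells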
# Starred values were filed as active, the others as inactive; . = not tested or not shown. The order is random; any-hit rate near 6.9%.
SMILES,SENP6 block,PfG6PD inh,HKDC1 inhibitor,NR3A LBD binder,SENP7 block,ATG4B inh,SENP8 block,MPTP block
CC(=O)Nc1ccccc1C(=O)C(=O)Nc1cccc(C(=O)NCC2CCCO2)c1 (stereo unspecified),-15,10,-2,-2,-6,0,4,-1.2
CCCCN(C(=O)c1cc(Cl)nc2ccccc12)c1c(N)n(CCCC)c(=O)[nH]c1=O,-6,-11,-3,0,-10,-1,-46,0.3
CN1CCN(NC(=O)Nc2ccc(Br)cc2Cl)CC1,-2,2,-6,0,0,0,6,0.2
N#Cc1ccc(-c2cccnc2)nc1SCC(N)=O,-4,-6,-6,-2,8,11,-272,1.4
COc1ccccc1N1CCN(CC(=O)Nc2nc(C)c(C(=O)N(C)C)s2)CC1,-1,-7,-4,1,-1,7,12,0.6
COc1ccccc1CN=C1NC(=O)C(CC(=O)Nc2ccc(OC)c(OC)c2)S1 (stereo unspecified),6,-4,-6,-1,-5,-3,5,-1.7
O=C(NC(=S)NN1CCCCC1c1cccnc1)c1ccc(Cl)cc1Cl (stereo unspecified),-11,-1,4,-2,-4,-9,6,52*
C=C1[C@@H](OC(C)=O)CC[C@]2(C)[C@@H]1C[C@@H]1C[C@H](OC(C)=O)C(C)=C([C@@H](OC(C)=O)[C@@H]2OC(C)=O)C1(C)C,-14,26,-1,3,11,-1,16,-0.8
CCc1ccc(-c2cc(C(=O)NCc3ccccn3)c3ccccc3n2)cc1,-16,14,3,2,1,4,-206,0.7
Cc1ccc2c(c1)sc(=NC(=O)C1CC1)n2C,14,5,0,-2,6,0,-5,0.8
COc1ccc([C@@H]2CC=C(C(=O)O)[C@H](c3ccc(C)cc3)N2S(=O)(=O)c2ccc(C)cc2)cc1OC,-19,-6,-1,1,-7,-7,1,-1.6
C=CCOC(=O)Nc1ccc(Cl)cc1NC(=O)OCC=C,-10,-11,0,-1,0,4,14,0.4
Fc1ccccc1NC(=S)Nc1ccc(CN2CCOCC2)cc1,-1,-7,0,1,3,3,8,1.5
N=c1n(CCO)c2ccccc2n1Cc1ccccc1Cl,-12,-26,0,2,-12,-8,17,0.7
CSc1nc(N)nc2c1ncn2CC(=O)N1CCN(c2ccccn2)CC1,-28,-3,-1,1,-8,.,-42,-1.1
Nc1nc(SCC(=O)NCCCO)nc2sc3c(c12)CCC3,2,8,8,1,-1,-7,-24,-1.4
O=C(COc1ccc(C(=O)c2ccccc2)cc1)NCc1ccc(F)cc1,-5,3,-6,-1,0,1,14,3.0
Nc1scc(-c2ccncc2)c1Cl,16,-15,-8,2,-1,-12,13,-4.5
CCN1CCN(CC(=O)Nc2cc(S(=O)(=O)N(CC)c3ccccc3)ccc2Cl)CC1,-20,-10,-1,-1,7,-3,14,1.0
CNc1ncnc2sc(-c3ccccc3)cc12,5,27,0,-1,1,1,-446,-0.3
Cc1ccc(NC(=S)NCc2ccc3c(c2)OCO3)cc1,-7,3,15,-16,4,-8,19,-0.8
CCCCCCNCc1ccc(Br)cc1,-4,-9,8,0,11,4,18,2.5
Cc1cc(C)c(S(=O)(=O)c2ccccc2Cl)c(=O)[nH]1,-15,-6,-3,-1,-4,-2,-48,0.3
O=c1c2ccccc2cnn1Cc1n[nH]c(=S)n1-c1ccccc1Cl,5,21,-3,1,0,2,2,-1.0
O=C1NCCCC2c3c(cc(Br)c(O)c3Br)OC12N1CCOCC1 (stereo unspecified),-2,9,1,0,-3,-3,16,1.9
Cc1ccc(C(=O)N/C(=C\c2cccc([N+](=O)[O-])c2)C(=O)NC(Cc2ccccc2)C(=O)O)cc1 (stereo unspecified),-4,-27,-1,-1,-17,7,-6,-0.9
CC(=O)N(/N=C1/C(=O)Nc2ccccc21)c1ccccc1,-23,13,5,5,-7,-2,20,0.4
Cc1cccc(NC(=O)CN2CCN(C(=O)C3CCC3)CC2)c1C,6,4,-2,3,1,-6,8,-0.6
O=C(OCc1c(-c2ccccc2)ncc2ccccc12)c1ccc(Cl)cc1Cl,-10,7,4,2,-2,-7,13,-0.6
COc1cc(/C=N/c2oc(-c3ccccc3)cc2C#N)ccc1O,-27,1,4,33*,-12,-2,-276,-0.1
Nc1c(S(=O)(=O)c2cccc(Cl)c2)c2nc3ccccc3nc2n1CCN1CCOCC1,-2,-13,0,-5,-6,2,-282,-0.9
CCCCCOc1ccc(CN2CCOCC2)cc1Cl,-19,0,0,0,12,-8,10,-0.8
O=C1NN(c2cccc(Br)c2)C(=O)/C1=C/c1ccc(-c2cc([N+](=O)[O-])ccc2O)o1,16,6,62*,13*,6,18,51*,79*
Cc1oc(-c2ccc(Cl)cc2)nc1CN1CCCN(C(=O)c2ccco2)CC1,-24,14,2,0,-12,2,-49,-0.1
CCOC(=O)c1nnn(-c2nonc2N)c1-c1ccc(Br)cc1,5,5,-4,1,2,5,11,-1.7
c1ccc(OCCOCCN2CCOCC2)cc1,-33,2,-14,0,-5,1,17,-0.2
CCN1C(=O)CC(C(=O)NC)SC1=Nc1cc(Cl)c(O)c(Cl)c1 (stereo unspecified),-10,5,-3,2,1,-2,17,0.2
CCOC(=O)c1ccc(NC(=O)Cn2nnc(-c3ccccc3C)n2)cc1,16,26,2,13*,2,-4,30,34
CC1CCCCN1S(=O)(=O)c1coc(C(N)=O)c1 (stereo unspecified),-14,-1,-4,1,-15,1,13,-1.5
Cc1ccc(C(=O)Nc2ccc(Cl)cc2C)c(Cl)c1,-14,9,-5,2,9,5,1,0.7
Cc1oc(-c2cccs2)nc1CN1CCC(CO)(CCOc2ccccc2)CC1,-16,0,-8,1,11,26,8,-0.3
COc1ccc2c(c1)CCc1c(C(=O)Nc3ccc(OC)c(OC)c3)noc1-2,-13,2,-5,-19,-14,-8,-9,22
CCN(C(=O)COC(=O)c1cccc(-n2cnnn2)c1)C1CCCCC1,-8,-4,6,0,11,-5,-24,-3.7
O=C(N/C(=C/c1ccccc1)C(=O)N1CCCCC1)c1ccccc1,2,8,0,1,2,2,-7,-0.7
CN(CCC#N)c1ccc(/C=C(\C#N)c2ccccn2)cc1,76*,16,7,-4,1,-11,-15,1.4
CC(C)CC(c1nnnn1C1CCCC1)N1CCN(C(=O)c2ccco2)CC1 (stereo unspecified),-19,-10,-5,-1,-1,2,26,-1.3
CCC(=O)Nc1cccc(-c2cnc3ccccc3n2)c1,4,-7,5,-3,-8,0,-30,0.7
O=C(NNc1ccc(F)cc1F)c1c(F)cccc1Cl,0,10,-2,0,0,0,16,3.5

# Not a retest: an excerpt of the list.
SMILES,SENP6 block,PfG6PD inh,HKDC1 inhibitor,NR3A LBD binder,SENP7 block,ATG4B inh,SENP8 block,MPTP block
Nc1c(S(=O)(=O)c2cccc(Cl)c2)c2nc3ccccc3nc2n1CCN1CCOCC1,-2,-13,0,-5,-6,2,-282,-0.9
CCCCCOc1ccc(CN2CCOCC2)cc1Cl,-19,0,0,0,12,-8,10,-0.8
O=C1NN(c2cccc(Br)c2)C(=O)/C1=C/c1ccc(-c2cc([N+](=O)[O-])ccc2O)o1,16,6,62*,13*,6,18,51*,79*
Cc1oc(-c2ccc(Cl)cc2)nc1CN1CCCN(C(=O)c2ccco2)CC1,-24,14,2,0,-12,2,-49,-0.1
CCOC(=O)c1nnn(-c2nonc2N)c1-c1ccc(Br)cc1,5,5,-4,1,2,5,11,-1.7
c1ccc(OCCOCCN2CCOCC2)cc1,-33,2,-14,0,-5,1,17,-0.2
CCN1C(=O)CC(C(=O)NC)SC1=Nc1cc(Cl)c(O)c(Cl)c1 (stereo unspecified),-10,5,-3,2,1,-2,17,0.2
CCOC(=O)c1ccc(NC(=O)Cn2nnc(-c3ccccc3C)n2)cc1,16,26,2,13*,2,-4,30,34
CC1CCCCN1S(=O)(=O)c1coc(C(N)=O)c1 (stereo unspecified),-14,-1,-4,1,-15,1,13,-1.5
Cc1ccc(C(=O)Nc2ccc(Cl)cc2C)c(Cl)c1,-14,9,-5,2,9,5,1,0.7
Cc1oc(-c2cccs2)nc1CN1CCC(CO)(CCOc2ccccc2)CC1,-16,0,-8,1,11,26,8,-0.3
COc1ccc2c(c1)CCc1c(C(=O)Nc3ccc(OC)c(OC)c3)noc1-2,-13,2,-5,-19,-14,-8,-9,22
CCN(C(=O)COC(=O)c1cccc(-n2cnnn2)c1)C1CCCCC1,-8,-4,6,0,11,-5,-24,-3.7
O=C(N/C(=C/c1ccccc1)C(=O)N1CCCCC1)c1ccccc1,2,8,0,1,2,2,-7,-0.7
CN(CCC#N)c1ccc(/C=C(\C#N)c2ccccn2)cc1,76*,16,7,-4,1,-11,-15,1.4

# (cont.)
SMILES,SENP6 block,PfG6PD inh,HKDC1 inhibitor,NR3A LBD binder,SENP7 block,ATG4B inh,SENP8 block,MPTP block
S=C(NC1CCCCC1)NN1CCOCC1,-17,-10,-11,-2,6,-1,8,-1.9
COc1ccccc1N1CCN(/N=C/c2ccc(O)c(O)c2)CC1,12,59*,10,7,-5,-11,.,.
CN1CCC(N(C)C(=O)c2ccc(Cl)c(S(=O)(=O)N(C)c3ccc(Cl)cc3)c2)CC1,-6,7,-4,0,10,-5,11,9.8
CCCCNC(=O)Cn1cnc2c(cnn2-c2ccc(C)cc2)c1=O,-5,3,-7,0,13,-3,0,8.6
CCOC(=O)C[C@H]1c2cc(C(F)(F)F)ccc2S(=O)(=O)N1Cc1ccccc1,-6,17,2,1,-8,-8,-12,0.8
Cc1cc(C(=O)NN=C2CCCC2)c2ccccc2n1,-11,-5,-7,1,-1,7,2,3.1
COC(=O)CCC(=O)NNC(=O)Cc1ccccc1,-13,3,-2,1,-2,-8,-4,-1.1
Cc1sc2nc(N3CCOCC3)[nH]c(=O)c2c1-c1ccccc1,3,-7,-5,1,-8,3,-3,0.7
COc1ccc(OCCCn2c(=O)oc3ccccc32)cc1,-2,-13,-5,0,0,-9,26,-1.4
CC1=[N+]([O-])C(C)(C)CC(C)(C)c2ccccc21,-8,2,-6,-1,0,0,26,-0.4
CC(C)CC(=O)NC(Nc1ccccc1F)C(Cl)(Cl)Cl (stereo unspecified),-16,6,-5,-3,3,2,21,-5.2
CCN1C(=O)C(CC(=O)Nc2ccc(F)cc2)N(Cc2ccco2)C1=S (stereo unspecified),-8,17,-2,-1,-2,-1,6,1.2
C/C(N)=C(/C#N)C(=O)COC(=O)c1ccc(OCC2CCCO2)cc1 (stereo unspecified),-31,12,6,0,-8,-11,13,0.2
CCOC(=O)c1ccc2c(c1)N(CC#N)C(=O)C(C)(C)O2,1,-2,1,-1,-1,-6,-2,-1.8
C(=N\Nc1nc2ccccc2[nH]1)/c1ccccc1,-21,30,-1,-9,2,0,-99,-0.9
CCOc1ccc(NC(=O)CNc2ccc(C)cc2Cl)cc1,-7,-9,-1,34*,2,0,9,11

# Bioassay records as filed in PubChem BioAssay.
